SRC1 inh: SRC1 coactivator transcriptional activity inhibitors, primary screen, cell-based, luminescence; Nuclear receptor coactivator 1 (Homo sapiens), Q15788; HEK293 GAL4-SRC1 luciferase reporter; inhibition, % at 3.6 µM; 360,000 compounds, 0.12% hits; AID 588354, 2011;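 active = inhibition above the campaign mean plus 3 SD, with each screening campaign given its own cutoff, cut at about 60% in these data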;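 note: 0% = DMSO treated cells and 100% = gossypol at 36 µM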
Granule exo inh: LAMP-1 surface exposure blockers, TALL-104 cells – cell-based, flow cytometry, MLPCN library, primary screen; inhibition, % at 10 µM; 360,000 compounds, 0.66% hits; TALL-104 LAMP-1 surface exposure; cells stimulated with thapsigargin and PMA;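 active = inhibition above about 55%, limit read from the data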
SRC2 inh: inhibition of GAL4-SRC2 driven luciferase reporter, primary screen, SRC2 inhibitor project, cell-based, luminescence. Nuclear receptor coactivator 2 (Homo sapiens), Q15596. HEK293 GAL4-SRC2 luciferase reporter. inhibition, % at 9 µM. 370,000 compounds, 0.17% hits. AID 651957, 2012;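 active = inhibition above the mean inhibition of all tested compounds plus 3 SD, set per campaign, cut at about 52% in these data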;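 note: 0% = DMSO treated cells and 100% = cells given Gossypol at 36 µM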
NOD2-RIPK2 inh: NOD2-RIPK2 binding disruptors in cells, primary screen, fluorescence, CHO cells, BLA complementation; AID 624267, 2012; Receptor-interacting serine/threonine-protein kinase 2 (Homo sapiens), O43353; CCF4 ratio; inhibition, % at 4.98 µM; 360,000 compounds, 0.38% hits; in the data active = inhibition above about 21%;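 note: 0% = vehicle only and 100% = reference blocker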
ABHD5-PLIN5 inh: ABHD5-PLIN5 interaction inhibitors, primary screen, cell lysate, split luciferase complementation, luminescence; Split G. princeps luciferase complementation, 4 h; inhibition, % at 4 µM; 360,000 compounds, 0.78% hits; AID 602281, 2012;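 active = inhibition above the mean inhibition across every tested compound plus 3 SD, cut at about 22% in these data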;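 note: 0% = DMSO only wells and the 100% control is not disclosed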
TROY NFkB inh: inhibitors of TROY-driven NF-kB signaling, primary screen, Q293 LMP1-TROYcd cells, NF-kB luciferase, uHTS; Q293 LMP1-TROYcd NF-kB luciferase reporter, 4 h; AID 1347056, 2019; 360,000 compounds, 0.98% hits; inhibition, % at 10 µM;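 active = compounds whose plate-normalised and pattern-corrected inhibition of the luciferase reporter signal at the single screening dose is 50% or more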
NR2F2 inh: NR2F2 transcriptional activity inhibitors, primary screen, cell-based, luciferase reporter, HEK293T, luminescence. COUP transcription factor 2 (Homo sapiens), P24468. HEK293T NGFI-A luciferase reporter. inhibition, % at 8.6 µM. 370,000 compounds, 0.7% hits;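 active = inhibition above a per-plate cutoff, mean inhibition of test wells between control levels plus 3 SD, cut at about 38% in these data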;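 note: cells cotransfected with COUP-TFII expression vector driving the NGFI-A reporter; 0% = median of COUP-TF2 test wells and 100% = reporter-only cells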
SRC3 inh: SRC3 coactivator transcriptional activity inhibitors, primary screen, cell-based, luminescence. 360,000 compounds, 0.17% hits. HEK293 GAL4-SRC3 luciferase reporter. Nuclear receptor coactivator 3 (Homo sapiens), Q9Y6Q9. inhibition, % at 3.6 µM;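 active = inhibition above a per-campaign cutoff, the mean of all compounds plus 3 SD, cut at about 60% in these data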;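 note: 0% = DMSO-treated cells and 100% = gossypol-treated cells at 36 µM; higher means less SRC3-driven luciferase light from the GAL4 reporter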
TLR9-MyD88 inh: inhibitors of TLR9-MyD88 association in cells, primary screen, cell-based, CHO, BLA complementation, fluorescence; Toll-like receptor 9 (Homo sapiens) + Myeloid differentiation primary response protein …; CCF4 FRET ratio; inhibition, % at 4.98 µM; 340,000 compounds, 0.21% hits; AID 504734, 2011;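 active = inhibition above the mean over all tested compounds plus 3 SD, cut at about 21% in these data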;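 note: 0% = DMSO only wells and 100% = clavulanate BLA inhibitor control wells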
Target sequence (Q99836 whole entry, looked up): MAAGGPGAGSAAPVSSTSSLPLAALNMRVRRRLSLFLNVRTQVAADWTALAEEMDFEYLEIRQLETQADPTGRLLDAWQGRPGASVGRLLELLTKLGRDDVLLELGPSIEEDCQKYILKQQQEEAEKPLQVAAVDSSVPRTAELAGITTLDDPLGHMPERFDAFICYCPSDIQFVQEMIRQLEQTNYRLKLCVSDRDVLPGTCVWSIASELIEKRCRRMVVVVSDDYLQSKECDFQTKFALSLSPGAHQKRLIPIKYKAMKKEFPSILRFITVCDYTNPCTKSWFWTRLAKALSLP
Target sequence (Q9NR96 whole entry, looked up): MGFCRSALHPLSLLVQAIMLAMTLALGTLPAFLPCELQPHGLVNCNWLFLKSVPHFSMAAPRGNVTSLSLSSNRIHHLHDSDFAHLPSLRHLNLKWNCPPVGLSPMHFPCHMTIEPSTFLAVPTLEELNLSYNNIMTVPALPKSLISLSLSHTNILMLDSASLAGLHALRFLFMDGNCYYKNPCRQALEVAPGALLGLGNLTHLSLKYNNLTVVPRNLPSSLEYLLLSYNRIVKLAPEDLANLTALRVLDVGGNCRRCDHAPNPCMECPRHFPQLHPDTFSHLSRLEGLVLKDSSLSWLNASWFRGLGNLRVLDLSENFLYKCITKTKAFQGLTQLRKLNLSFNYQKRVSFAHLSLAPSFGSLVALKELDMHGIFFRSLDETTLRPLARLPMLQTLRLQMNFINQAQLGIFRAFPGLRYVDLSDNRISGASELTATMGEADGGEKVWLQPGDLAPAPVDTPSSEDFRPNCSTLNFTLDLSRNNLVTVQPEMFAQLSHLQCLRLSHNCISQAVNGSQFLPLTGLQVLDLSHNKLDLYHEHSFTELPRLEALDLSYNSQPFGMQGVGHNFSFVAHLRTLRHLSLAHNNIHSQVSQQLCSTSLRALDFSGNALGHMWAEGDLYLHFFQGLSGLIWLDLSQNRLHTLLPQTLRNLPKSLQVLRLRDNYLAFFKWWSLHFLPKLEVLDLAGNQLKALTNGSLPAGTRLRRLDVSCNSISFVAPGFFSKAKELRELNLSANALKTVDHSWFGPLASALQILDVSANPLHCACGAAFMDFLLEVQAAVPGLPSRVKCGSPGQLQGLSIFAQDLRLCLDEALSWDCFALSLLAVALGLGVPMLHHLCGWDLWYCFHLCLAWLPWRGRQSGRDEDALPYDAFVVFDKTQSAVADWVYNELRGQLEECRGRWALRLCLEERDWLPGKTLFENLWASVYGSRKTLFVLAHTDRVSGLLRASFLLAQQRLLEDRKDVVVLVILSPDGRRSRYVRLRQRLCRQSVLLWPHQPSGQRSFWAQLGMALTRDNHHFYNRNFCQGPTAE
TWEAK Fn14 block: inhibitors of TWEAK-Fn14 signaling, primary screen, luciferase reporter cells, uHTS | TWEAK-stimulated Fn14 reporter cells, luciferase luminescence, 8 h | inhibition, % at 10 µM | 360,000 compounds, 2% hits; in the data active = inhibition above about 50%
NR5A2 inv ag: LRH-1 (NR5A2) inverse agonists, primary screen, cell-based, luminescence, HEK293T, StAR-luciferase reporter | inhibition, % at 3.6 µM | LRH-1 transfected, 24 h | 360,000 compounds, 0.13% hits | Nuclear receptor subfamily 5 group A member 2 (Homo sapiens), O00482 | AID 602396, 2012;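 active = inhibition above the mean inhibition of all tested compounds plus 3 SD, cut at about 73% in these data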;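 note: 0% = DMSO wells and 100% = reporter-only cells lacking LRH-1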
* hit, by the source's call; . = no result given. This is a subset. The share of hits here may be higher or lower than overall.

SMILES	SRC1 inh	Granule exo inh	SRC2 inh	NOD2-RIPK2 inh	ABHD5-PLIN5 inh	TROY NFkB inh	NR2F2 inh	SRC3 inh	TLR9-MyD88 inh	TWEAK Fn14 block	NR5A2 inv ag
CCOCCCNc1ccc(N2C(=O)CCCC2=O)cc1[N+](=O)[O-]	10	-3	0	0	7	-11	4	-11	-9	-2	17
COc1ccc(OC)c(N(CC(=O)Nc2ccccc2C(=O)NCc2ccco2)S(C)(=O)=O)c1	1	0	7	-1	-4	-11	13	4	-6	-25	-4
O=C1CCc2ccc(OCCCCN3CCN(c4cccc(Cl)c4Cl)CC3)cc2N1	5	-7	-6	5	7	31	-2	5	-2	43	40
CCC(C)Sc1nc2c(c(=O)[nH]c(=O)n2C)n1Cc1ccccc1Cl (stereo unspecified)	9	-5	-21	2	1	-20	6	-20	8	-14	2
CCOC(=O)N1CCN(C(=O)c2ccc(N(Cc3ccccc3Cl)S(C)(=O)=O)cc2)CC1	2	9	-4	5	3	-14	-18	9	4	-4	8
O=C(CSc1ccc2nnc(-c3ccccn3)n2n1)N1CCN(c2ccccc2)CC1	11	-1	3	-1	9	-5	-10	-12	-9	3	-25
O=C(CCNC(=O)c1ccc(Cl)cc1)NCCCN1CCOCC1	-2	-3	19	-3	-1	7	4	-9	5	-5	-9
CCOC(=O)c1cc2c3ccccc3n(CC)c2nc1N	3	-5	-3	-22	11	4	-11	16	8	4	10
CCC(=O)Oc1ccc2c(c1)O/C(=C\c1ccco1)C2=O	0	-1	-6	44*	15	-11	1	1	.	9	9
O=C(O)c1cc2cc(OCc3ccccc3)ccc2[nH]1	-9	0	-11	-6	-7	-33	-28	-14	-4	3	-42
NC1CCCCC1N=Cc1c(O)n(CCc2ccc(F)cc2)c(=O)[nH]c1=O (stereo unspecified)	-8	2	-31	-10	-5	-22	14	-8	-3	-9	3
COc1ccc(OCC(=O)Nc2ccc3c(c2)OCO3)cc1	-14	2	-14	-6	-7	-34	-3	-25	1	-13	-16
O=C(NCCc1ccccc1)c1ccc2nc3cc(Cl)ccc3c(=O)n2c1	14	7	-25	-7	-2	-3	7	-4	11	3	-6
COc1ccc(S(=O)(=O)NC2CC(=O)N(c3ccc(C)c(C)c3)C2)cc1C (stereo unspecified)	-8	28	-14	-1	-2	-1	9	22	-7	13	-12
COc1ccccc1CCNC(=O)c1cccc(S(=O)(=O)NCc2ccccc2)c1	-6	0	8	-9	-4	-3	1	-11	-23	2	13
C[N+](C)(C)CC(=O)N/N=C/c1c2ccccc2cc2ccccc12	-1	6	-4	-19	6	-44	5	-26	0	-26	12
O=C1CC(NCCN2CCOCC2)C(=O)N1Cc1ccc(N2CCCC2=O)cc1 (stereo unspecified)	-2	0	-6	4	-1	-2	-7	12	4	-12	9
O=C(COC(=O)CCS(=O)(=O)c1ccccc1)Nc1cc(S(=O)(=O)N2CCCCC2)ccc1Cl	-10	14	-13	-11	-2	0	14	16	-3	-7	-8
Cc1noc(C)c1COc1ccc(CC(=O)NC2CCCCCC2)cc1	-21	-2	18	1	2	-1	10	13	0	11	9
COc1ccc(/C=C/c2nc(N)nc(-c3ccccc3O)n2)cc1	0	2	-22	6	-7	-74	2	-5	3	6	-13
COc1cc(OC)cc(Oc2ccc(S(=O)(=O)N3CCCCC3)cc2[N+](=O)[O-])c1	-1	-8	8	-5	3	7	-1	-42	-10	33	-18
NC(=O)c1cccc(-c2noc(-c3ccccc3F)n2)c1	-4	-3	13	11	-3	-11	58*	15	9	36	12
Cn1c(=O)c2c(nc(NN=C3CCCCC3)n2C)n(C)c1=O	-6	-2	-58	6	1	-27	20	0	-7	-19	4
CCCC(=O)Nc1cccc(-c2nc3ccccc3c(=O)o2)c1	3	-1	-3	-5	0	8	-10	-6	0	12	7
COc1ccc(CCNc2nc(N3CCOCC3)nc(N3CCOCC3)n2)cc1OC	13	0	11	2	-3	6	5	-17	0	8	-4
CC(C)(C)c1ccc2c(c1)N(CC(=O)O)C(=O)CO2	-30	1	-17	0	1	2	2	20	-7	5	8
COc1ccc(C(=O)C2CCCN(C(=O)c3ccnn3C)C2)cc1OC (stereo unspecified)	4	0	-23	5	-2	-5	-18	-4	2	-2	-6
C/C(=N\NC(=O)c1cc(C)oc1C)c1ccc(C)c([N+](=O)[O-])c1	-12	-2	-9	4	-3	-20	-4	-24	-13	3	-22
COc1ccc2cc([C@H](C)C(=O)OCc3cn(CC(=O)c4ccc(O)cc4)nn3)ccc2c1	-22	4	7	2	-4	-12	11	-4	0	-6	-18
CCN(CC)S(=O)(=O)c1ccc2c(c1)c(=O)c(C(=O)NCCN(C)CCc1ccccc1)cn2C	-17	3	-22	-1	4	-14	9	-8	-5	5	9
O=c1[nH]nc(CNc2ccc(C(F)(F)F)cc2)c2ccccc12	0	8	-50	4	13	-117	-6	-3	-4	-70	-43
COC(=O)c1sc2nc(N)c(C#N)cc2c1N	-40	4	-47	-2	0	-16	-16	-37	2	2	-48
Cc1[nH]c2ccc(C(=O)OC(C)C(=O)N(C)C3CCCCC3)cc2c1C (stereo unspecified)	-4	0	21	1	-3	-1	3	4	-10	-4	-26
CCS(=O)(=O)n1nc(-c2ccc(OC)cc2)nc1N	-33	20	-20	-4	-1	-13	13	-17	-7	8	-18
CC1(NC(=O)CN2CCN(c3cnn(-c4ccccc4)c(=O)c3Cl)CC2)CCS(=O)(=O)C1 (stereo unspecified)	3	1	0	2	9	12	-12	3	-7	-4	16
Cc1ccc(-c2n[nH]c(=S)n2Cc2ccccc2)cc1	5	1	16	3	-8	13	-6	4	-2	13	15
COCCNC(=O)Cn1c(=O)n(CCC(=O)NCCc2ccccc2)c(=O)c2ccccc21	-2	-1	7	-4	3	-11	23	-5	2	0	-9
CN(C)c1ccc(/C=C/C(=O)c2ccc(O)cc2)cc1[N+](=O)[O-]	-17	-8	-5	1	16	-22	-38	-22	1	9	6
Cc1nnc(SCC(=O)N2c3ccccc3C(C)(c3ccccc3)CC2(C)C)s1 (stereo unspecified)	16	0	4	4	-5	12	3	22	-7	9	23
CC(=O)N1c2ccccc2C(CBr)=CC1(C)C	21	-8	-5	-18	1	11	3	12	3	-17	6
COc1ccc(NC(=O)CCSc2nnnn2C)cc1	-100	-3	-36	4	-1	-23	-20	-16	3	-11	-20
Nc1c(C(=O)CSc2nc(-c3ccccc3)cs2)c(=O)[nH]c(=O)n1C1CC1	-64	6	-21	-7	-10	-21	-1	-17	-5	-52	15
CC(Oc1ccc(Cl)cc1)C(=O)NCCN1C(=O)S/C(=C\c2cccnc2)C1=O (stereo unspecified)	4	-3	-6	2	15	22	20	38	-4	25	-4
O=c1c2c3c(sc2ncn1-n1cccc1)CCCCC3	-28	4	-20	-4	4	-27	-25	-18	-3	-18	-48
O=C(C[C@H]1C/C=C\C[C@@H](Cc2ccc(F)cc2)C(=O)OC[C@H]2CCCN2C1=O)N[C@@H](CO)Cc1ccccc1	-3	-4	-22	-7	7	-16	11	-2	-8	-3	-19
COc1ccc(CN2CCN(Cc3c[nH]c4ccccc34)CC2)cc1OC	-11	-2	5	-9	5	9	9	-2	-1	3	19
Cc1nnc(NC2=NCCCCC2)o1	-3	-1	-16	-2	-4	8	2	3	-7	-5	0
CC(=O)Nc1ccc(NC(=O)C2CCN(c3c(Cc4ccccc4)c(C)nc4ncnn34)CC2)cc1	12	-2	-10	2	6	10	-15	0	0	2	-6
O=C(CSc1nc2ncc(Cl)cc2[nH]1)Nc1cccc(F)c1	11	-1	18	-9	-5	26	-3	-12	-5	7	-7
NC(=O)C1=C[C@H](c2coc3ccccc3c2=O)C[C@H](OCc2ccc(CO)cc2)O1	2	-17	-8	-9	-4	-3	-5	-13	5	0	-1

More structures:
SMILES	SRC1 inh	Granule exo inh	SRC2 inh	NOD2-RIPK2 inh	ABHD5-PLIN5 inh	TROY NFkB inh	NR2F2 inh	SRC3 inh	TLR9-MyD88 inh	TWEAK Fn14 block	NR5A2 inv ag
COc1ccc(/C=C2/SC(=S)N(NS(=O)(=O)c3ccccc3)C2=O)cc1	-19	34	5	2	2	-9	1	-2	2	-7	-14
Cc1cc(C)cc(NC(=O)c2cc(C)nc3ccccc23)c1	7	-20	8	1	1	-20	-14	1	-11	-5	6
COc1ccc(/C(C)=N/Nc2nncc3ccccc23)cc1	-107	15	-28	-5	2	-49	-58	-119	6	-18	-120
Cc1ccc(C(=O)C(C)OC(=O)Cn2c(C)csc2=O)cc1 (stereo unspecified)	-16	17	-10	-8	-4	-7	-1	-8	-6	10	-13
CC(C)c1cc(C(=O)N/N=C/c2cccnc2)n[nH]1	-2	4	-9	2	0	-22	-7	13	-4	-9	-6
O=C(COc1ccc(Cl)c(Cl)c1)NN1C(=O)C2C(C1=O)C1C=CC2C12CC2 (stereo unspecified)	-3	-1	9	11	2	18	9	8	-3	-10	8
CC(=O)c1ccc(N2CCN(C(=S)Nc3ccc(Cl)c(Cl)c3)CC2)cc1	3	-1	-45	5	-1	-7	12	-38	10	4	2
CCOC(=O)N1CCN(c2ccc(Cl)cc2)CC1	-5	2	-8	-11	-6	-2	10	-3	11	-29	5
CCc1ccc(NS(=O)(=O)c2c(C)noc2C)cc1	10	-1	5	0	-6	0	9	-23	8	-19	-4
CCOC(=O)/C(C#N)=C/c1ccc(OCC(=O)Nc2ccc(C)c(C)c2)c(OC)c1	12	2	-8	1	4	7	-3	25	1	22	10
CCOC(=O)c1c(C)nc2c(c1-c1cc(OC)ccc1OC)C(=O)CC(C)(C)C2	-7	1	11	-5	0	-3	8	4	1	-16	-7
CCOC(=O)NC(=O)/C(N=Nc1cc(C)cc(C)c1)=C(\C)O	0	-8	18	5	2	-4	7	16	-3	4	6
Cc1noc(C)c1COc1ccccc1C(=O)N1CCN(S(=O)(=O)c2ccccc2C#N)CC1	-13	1	-8	-2	0	-12	-14	0	-11	-9	-20
CC(C)OC(=O)c1c(NC(=O)c2ccco2)sc2c1CCCCC2	-16	1	-9	-8	-7	-4	-21	-17	0	43	8
Cc1ccc2nc(NC(=O)CSc3nc(=O)n(CCCN(C)C)c4c3CCC4)sc2c1	-47	4	-46	2	7	-49	-37	-41	6	12	-32

Source: PubChem BioAssay (several laboratories)
